GALR2 blocker = GALR2 (human) receptor antagonism | O43603 | GALR2-expressing cells, antagonist mode | inhibition, % at 4 µM | 0.39% of 140,000 active | AID 828; in the data active means inhibition above about 27%;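 further: cells stimulated with galanin 1-16 at roughly its EC80; 0% = agonist challenge control and 100% = basal control without agonist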
Target sequence (O43603 whole entry, looked up): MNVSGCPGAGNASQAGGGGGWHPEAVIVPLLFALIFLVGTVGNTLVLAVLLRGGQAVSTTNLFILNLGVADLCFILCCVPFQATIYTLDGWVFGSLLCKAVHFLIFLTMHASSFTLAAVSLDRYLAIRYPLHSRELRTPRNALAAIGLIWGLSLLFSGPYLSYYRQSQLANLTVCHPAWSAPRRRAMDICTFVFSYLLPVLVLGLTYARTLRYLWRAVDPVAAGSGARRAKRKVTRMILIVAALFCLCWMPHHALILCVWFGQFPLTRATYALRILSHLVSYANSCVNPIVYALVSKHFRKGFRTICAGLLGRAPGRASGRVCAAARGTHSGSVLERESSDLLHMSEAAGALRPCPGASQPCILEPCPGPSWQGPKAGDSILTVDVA
Measles CPE = protection of cells from measles virus; 1.5% of 140,000 active; AID 841; Measles virus-infected cells, CPE protection, absorbance; protection (pct of control), % at 4 µM; in the data active means protection mostly above about 24%, no sharp cut-off; inactive means mostly below about 26%; further: some compounds called inactive have numbers as strong as hits
HCT116 bCat-KO = beta-catenin-lacking colon tumor cell growth suppression; AID 818; 1.5% of 140,000 active; viability, % at 10 µM; HCT116 beta-catenin knockout viability, CellTiter-Glo, 60 h; stronger effect = lower value;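 active means viability at or under a set limit, the compound median less 4 SD, cut at about 6% in these data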;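 further: 0% = Hyamine 1622 control at 20 µM and 100% = untreated cell control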
Yeast life ext = extends the lifespan of yeast; inhibition of the nicotinamide effect, % at 10 µM; S. cerevisiae growth with nicotinamide, OD615; deaD strain in restrictive glucose medium; 0.68% of 130,000 active; AID 775;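 active means inhibition above a set limit, placed 3 SD over the median of all compounds, cut at about 26% in these data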;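 further: 0% = nicotinamide-treated wells and 100% = cells grown without nicotinamide; some compounds called inactive have numbers as strong as hits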
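System: Modified budding yeast, DeaD strain | Buffer or medium: Restrictive glucose medium | Also added: 1.5 mM nicotinamide | Doses: 10 µM single point, 0.25% DMSO | Schedule: 48 h compound exposure at 30 °C, humidified | Detection: Absorbance at 615 nm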
PTEN del growth = suppresses growth of cells with PTEN deletion | HCT116 PTEN-null viability, CellTiter-Glo, 60 h; stronger effect = lower value | viability, % at 10 µM | 1.2% of 140,000 active | AID 827;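 active means viability at or below a set limit, 4 SD under the median of all tested compounds, cut at about 3.7% in these data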;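 further: PTEN knockout HCT116 line with beta catenin targeted HCT116 as companion control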
E-sel TNF inh = TNF alpha driven E-selectin expression inhibition; HUVEC TNFa-induced E-selectin immunofluorescence, high content; inhibition, % at 2 µM; 0.71% of 120,000 active; AID 1246;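 active means inhibition above the batch mean plus 3 SD, and confirmed as a hit on visual image review, cut at about 43% in these data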;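 further: 0% = TNF-stimulated DMSO wells and 100% = unstimulated control wells; not every result past the cut was called active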
BB579 growth dn = yeast BB579 growth reduction in restrictive medium; inhibition, % at 10 µM; S. cerevisiae BB579 growth, OD615, 48 h; 0.51% of 140,000 active;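 active means inhibition above a set limit, 3 SD over the mean compound inhibition, cut at about 44% in these data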; further: inactives centre near -24
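Material: Saccharomyces cerevisiae DeaD strain BB579, replicative lifespan model yeast; buffer or medium: CSMM-D restrictive synthetic medium containing dextrose (glucose); compound: 10 µM single dose, DMSO 0.25%; timing: 48 h compound exposure at 30 °C after 4 h preincubation; signal: turbidity as optical density at 615 nm; benchmarks: positive control amphotericin B 10 µg/mL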
MRP1 act = MRP-1 activation; H69AR cells + doxorubicin, viability rescue, CellTiter-Glo; viability increase, % at 10 µM; 0.61% of 140,000 active; AID 799;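 active means viability gain under doxorubicin at or above a set limit, the compound median plus 3 SD, cut at about 4.7% in these data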;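 further: MRP-1 overexpressing cells given doxorubicin 25 µM after compound pretreatment; 18-22 h compound pretreatment then 72 h with doxorubicin before readout; 0% = doxorubicin-only wells and 100% = vehicle-treated cells without doxorubicin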
Phagocyt inh = blocks phagocytosis by macrophages | inhibition, % at 5 µM | AID 1029 | J774A.1 macrophage IgG-bead phagocytosis, imaging | 0.07% of 110,000 active;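 active means inhibition above the mean of the plate negative controls plus 5 SD, cut at about 13% in these data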;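 further: phagocytic index as fraction of beads internalized from green versus red external bead signal; plate controls were DMSO negative control for no effect and cytochalasin-D positive control for full effect; some results beyond the cut were filed as inactive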
NPY Y2 blocker = blocks the human neuropeptide Y Y2 receptor; P49146; NPY-Y2 expressing cells, antagonist mode; inhibition, % at 2.7 µM; 0.99% of 140,000 active; AID 793; in the data active means inhibition above about 17%;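 further: 0% = vehicle with agonist challenge and 100% = reference antagonist with challenge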
Target sequence (P49146 whole entry, looked up): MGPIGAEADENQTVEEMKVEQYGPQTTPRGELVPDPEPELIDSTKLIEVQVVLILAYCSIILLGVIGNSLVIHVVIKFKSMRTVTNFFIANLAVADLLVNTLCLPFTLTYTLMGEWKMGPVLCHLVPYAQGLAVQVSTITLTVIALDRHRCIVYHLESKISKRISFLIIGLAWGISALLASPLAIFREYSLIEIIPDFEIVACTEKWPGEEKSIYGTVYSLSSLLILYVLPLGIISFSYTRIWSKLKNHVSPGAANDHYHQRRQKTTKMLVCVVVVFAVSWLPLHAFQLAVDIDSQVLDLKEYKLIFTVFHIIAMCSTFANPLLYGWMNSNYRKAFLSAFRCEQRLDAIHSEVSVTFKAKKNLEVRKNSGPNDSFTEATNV
Starred values were filed as active, the others as inactive; . = no result given.

SMILES	GALR2 blocker	Measles CPE	HCT116 bCat-KO	Yeast life ext	PTEN del growth	E-sel TNF inh	BB579 growth dn	MRP1 act	Phagocyt inh	NPY Y2 blocker
COC(=O)c1ccc(N=NNc2cccc(Br)c2)cc1	23	17	90	-6	92	.	-56	-0.7	-4	8
CCCCN(C)C(=O)C1CCC(=O)N(c2cc(OC)c(OC)c(OC)c2)C1c1ccc(OC)cc1 (stereo not given)	-12	3	0.9*	-2	0.7*	18	-19	-2.8	.	2
CCOC(=O)N1CCN(S(=O)(=O)c2ccc(F)cc2)CC1	-1	6	105	1	93	-5	-24	0.3	-2	4
CCn1nc(C(=O)Nc2nc3ccccc3[nH]2)c2ccccc2c1=O	-4	3	89	-2	88	5	-13	-0.5	-4	-2
COC(=O)CSc1ncc(C#N)c(N)n1	1	8	95	-1	95	.	-12	-4.5	2	9
c1ccc(-c2ccccc2OCCN2CCOCC2)cc1	1	14	87	1	98	1	-8	-2.8	-6	1
CCC(c1nnnn1C(C)C)N1CCN(C2CCCC2)CC1 (stereo not given)	-4	10	88	7	98	6	-23	-0.5	0	4
COc1ccc(C(=O)N2CCCc3ccccc32)cc1	-2	4	94	-8	115	1	-14	-2.8	-5	6
O=C(c1ccco1)n1nc(-c2ccco2)nc1SCc1ccccc1	1	11	94	-11	94	2	-43	-0.1	0	1
O=C(O)c1cc(C(=O)O)c(-c2ccccc2)c(C(=O)O)c1	0	45	96	-3	99	-26	-12	-1.6	0	0
CCc1nc(N2CCC(C)CC2)c2oc3ccccc3c2n1	-7	15	83	-19	90	9	0	0.2	1	16
CC(CP(=O)(O)O)NC(=O)Cc1ccccc1 (stereo not given)	-14	6	94	-12	90	25	-53	-0.8	.	8
Cc1cc(C)c(C(N)=O)c(NC(=O)Nc2ccccc2)n1	-11	12	96	-12	89	3	-12	-0.9	-1	1
COc1ccc(/C=N/Nc2nc(Nc3ccccc3)nc(N3CCCCC3)n2)c(OC)c1	10	16	97	-4	88	-1	-41	-0.7	-2	0
COc1ccc(F)cc1S(=O)(=O)n1cc(C)nc1-c1ccccc1	7	.	.	.	.	1	.	.	-1	2
COc1ccc(CC/C(C)=N\NC(N)=O)cc1	1	6	93	1	108	.	-26	3.5	-2	2
Cc1ccc(OCCCN(C)C)c(Br)c1	4	24	89	-8	91	53	10	-2.8	.	3
NC(=O)CSc1nnc(-c2ccoc2)o1	0	6	94	5	95	2	-6	1.2	-1	-1
O=C1NN(c2ccccc2)C(=O)/C1=C/c1ccc(Sc2cccc3ccccc23)o1	0	8	67	4	70	.	-28	-4.2	-10	2
CCN(C1CCCCC1)S(=O)(=O)c1ccc(S(=O)(=O)N(CC(=O)Nc2ccccc2)C2CC2)cc1	5	5	94	-15	104	15	-26	-2.5	0	2
COCc1nnc(NS(=O)(=O)c2ccc([N+](=O)[O-])cc2)s1	2	4	108	0	106	36	-66	-0.4	.	-1
CC(C)c1cc(Br)ccc1OCCCN1C(=O)NC(C)(C)C1=O	-24	7	89	-5	84	-15	-3	-4.8	0	3
N#Cc1ccc(-c2cccnc2)nc1SCc1ccc(Cl)c(Cl)c1	-5	6	49	3	63	67*	-48	-2.4	-15	27*
Cc1ccc(Cn2c3ccccc3c3cn[nH]c(=O)c32)cc1	4	8	101	-9	107	-6	-26	-1.8	1	3
CCOc1cnc(-c2ccc(OC)cc2)o1	2	9	107	-22	101	-56	9	0.4	1	0
S=c1sc2c(N3CCN(Cc4ccccc4)CC3)ncnc2n1-c1ccccc1	-14	7	82	-3	87	21	-20	-3.0	1	1
O=C(O)c1cc(S(=O)(=O)O)ccc1O	-10	55*	94	-7	105	.	-30	-0.2	0	4
Cc1ccc(NC(=O)CCn2nc([N+](=O)[O-])cc2C)nc1	-6	6	97	27*	83	-4	-12	-0.5	-2	1
Cc1ccccc1-c1ccc(Nc2ccc(N3CCOCC3)cc2)nn1	-9	20	97	4	90	.	-23	-4.7	0	4
CCOC(=O)c1cc2sccc2n1CC(=O)N1c2ccccc2CC1C (stereo not given)	-1	.	49	-7	11	.	-17	-3.0	3	2
COC(=O)C(C)Sc1nnc(SC(C)C(=O)OC)s1 (stereo not given)	1	2	101	-12	94	-14	-28	-1.0	0	3
COc1ccc(NC(=O)c2c3c(nc4ccccc24)CCC3)cc1S(=O)(=O)N1CCOCC1	9	4	82	-2	90	.	-37	-2.3	-3	3
CC(=O)c1ccc(OC(C)C)c(CSc2nc(O)cc(=O)[nH]2)c1	1	4	102	-17	106	4	-33	-0.7	0	0
O=C(OCc1nnc(-c2ccc(Cl)cc2)o1)c1ccncc1	0	16	95	6	104	.	-69	-0.3	0	0
CCOCCCNC(=O)C(NC(=O)c1ccc(NC(C)=O)cc1)c1ccc(Cl)cc1 (stereo not given)	7	11	96	-1	95	-4	-30	-1.6	-10	2
N#CC1=C(N)OC(c2ccccc2)=C(C#N)C1c1ccc2c(c1)OCO2 (stereo not given)	4	5	94	-10	88	-19	-26	-0.2	0	3
O=C(/C=N/O)NCCCN1CCOCC1	4	7	97	4	92	-49	-51	0.5	5	1
O=C(Nc1ccc(C(=O)N2CCCCC2)cc1)C1CCCCC1	1	22	92	-8	95	-7	40	-0.7	-3	1
COc1ccccc1N=Cc1c(O)c2ccccc2oc1=O	6	19	85	-8	69	.	-23	-4.7	3	4
CCOc1cc(S(=O)(=O)n2nc(C)cc2C)ccc1F	-2	4	93	-2	102	-34	-19	0.2	-1	-1
Cn1c(=O)oc2cc(S(=O)(=O)NC3CCN(Cc4ccccc4)CC3)ccc21	5	16	96	-3	92	.	-2	-3.0	.	1
COc1cc(/C=C2\SC(c3ccc(C)cc3)=NC2=O)cc(OC)c1OC	14	4	93	1	90	-17	-48	-1.1	0	5
O=S(=O)(c1ccc(Cl)nc1)N1CCCc2ccccc21	-9	13	91	-2	82	-32	-36	-1.2	-6	3
Cc1ccc(N2CS(=O)(=O)/C(=C/N(C)C)C2=O)cc1	-17	8	106	-31	94	0	-18	-1.0	0	-2
CCC(C)(C(=O)NC1CCCC1)N(Cc1cccs1)C(C)=O (stereo not given)	-8	13	93	0	93	10	-26	-3.1	.	2
O=C(COC(=O)C12CC3CC(CC(C3)C1)C2)NC12CC3CC(CC(C3)C1)C2	-13	2	97	7	107	-26	-39	-1.7	.	3
Cc1cccc(Sc2c(C=O)c3ccccc3n2C)c1	5	10	90	-18	81	-13	-30	-6.0	.	8
O=C(CSC1CCCCC1)Nc1ccccc1Br	0	10	99	7	108	-2	2	-1.4	-3	9
CN1CCN(S(=O)(=O)c2ccc3[nH]cc(C(=O)O)c(=O)c3c2)CC1	-7	10	109	-9	94	-24	-14	-1.0	0	3
COc1ccc(-c2n[nH]c(=S)n2-c2ccc3c(c2)OCCO3)cc1	-2	15	92	-1	104	.	1	-0.6	-5	3
CCOC(=O)c1nnn(-c2nonc2N)c1-c1ccc(OC)cc1	-7	10	100	-6	96	.	-72	-1.4	-1	6
CC1CCN(S(=O)(=O)c2cccc(-c3cn4cc(Cl)ccc4n3)c2)CC1	-9	8	87	20	91	-5	7	-1.5	.	5
Cn1c(Cc2cccs2)nnc1SC/C=C/c1ccccc1	-8	4	93	-4	90	6	-43	-3.2	.	7
COc1ccc(C(=O)Nc2ccc(S(=O)(=O)N3CCCCC3)cc2)cc1	-5	5	44	-24	42	11	-27	0.0	.	1
COc1ccc(N(C)S(=O)(=O)c2cccc3cccnc23)c(OC)c1	-5	7	22	-20	25	-21	-19	-3.2	2	3
COc1ccc(N=CC2=C(O)CC(C)(C)CC2=O)cc1	-1	5	107	-23	94	11	-20	-4.5	-1	3
O=C(c1ccc(F)cc1)C1CCN(C(=O)NC2CCCCC2)CC1	0	8	91	-17	100	18	-36	-1.4	0	-1
CCC(=O)Nc1ccc(-c2csc(NNC(C)=O)n2)cc1	-9	21	95	-7	92	-34	-11	-1.4	-10	1
Cc1ccc(N2CC(C(=O)Nc3cccc(F)c3)CC2=O)cc1 (stereo not given)	1	5	90	-2	105	.	-57	0.9	-1	-1
O=C(Nc1ccccc1Oc1ccccc1)c1cc([N+](=O)[O-])ccc1Cl	16	7	17	1	13	.	-23	-6.4	-9	1

Single records (already shown). Order of screens: GALR2 blocker	Measles CPE	HCT116 bCat-KO	Yeast life ext	PTEN del growth	E-sel TNF inh	BB579 growth dn	MRP1 act	Phagocyt inh	NPY Y2 blocker
Cn1c(Cc2cccs2)nnc1SC/C=C/c1ccccc1 reads -8	4	93	-4	90	6	-43	-3.2	.	7
O=C(CSC1CCCCC1)Nc1ccccc1Br reads 0	10	99	7	108	-2	2	-1.4	-3	9

Further records follow.
SMILES	GALR2 blocker	Measles CPE	HCT116 bCat-KO	Yeast life ext	PTEN del growth	E-sel TNF inh	BB579 growth dn	MRP1 act	Phagocyt inh	NPY Y2 blocker
Cc1ccc(C(=O)Oc2cccc(NC(=O)c3ccccc3)c2)cc1C	1	8	95	3	92	1	-20	-0.4	-7	9
FC(F)(F)c1cnc(NNC(=S)Nc2ccccc2Cl)c(Cl)c1	16	6	49	-6	42	4	-7	-3.5	-3	7
CC(=O)Nc1cc(C(=O)O)ccc1S(=O)(=O)c1ccc(Cl)cc1	4	7	100	-18	96	-53	-17	-3.3	.	3
COc1ccc(NC(=S)NCCc2c[nH]c3ccccc23)cc1	6	7	89	-1	97	.	-12	-2.7	-2	0
COc1cccc(NC(=O)Cc2nnc(SCC(=O)c3ccccc3)n2C)c1	-14	9	66	-5	72	-2	-51	-4.2	.	3
Cc1cccc(NC(=S)NC(=O)c2ccco2)n1	7	4	93	-8	94	.	-16	-3.2	-10	1
COC(=O)COc1ccc(S(=O)(=O)NCCC2=CCCCC2)cc1Cl	-18	19	103	-20	92	-4	-39	0.4	0	5
CCN(CC(=O)N1CCCCCC1)S(=O)(=O)c1ccc(Cl)cc1	4	8	103	-1	94	-19	-23	-1.7	-1	1
N#C/C(=C\c1ccc(N2CCCC2)c([N+](=O)[O-])c1)c1nc2ccccc2[nH]1	-5	5	74	-4	74	0	-46	-0.4	1	1
Cc1c(N=Cc2ccccn2)c(=O)n(-c2ccccc2)n1C	-22	14	90	-5	120	-17	-66	-0.2	0	0
CCCn1c(=O)c2c(c3ccccc31)OC(C)C(=O)N2 (stereo not given)	1	14	90	-14	98	-3	-51	-1.4	1	2
Cc1cc(C)cc(N(CC(=O)Nc2ccccc2C(=O)N2CCOCC2)S(C)(=O)=O)c1	6	5	90	1	100	-32	-6	0.3	0	4
N#CC1=C2SCN(Cc3ccccc3)CN2C(=O)CC1c1ccccc1F (stereo not given)	11	30	99	-4	101	.	-11	-1.6	0	0
C=CCOc1ccc(/C(O)=C2\C(=O)C(=O)N(CCN(C)C)C2c2cccs2)cc1 (stereo not given)	0	.	100	-20	92	-53	-8	-1.7	-1	0
